Sm TGR inh = qHTS Assay for the Inhibitors of Schistosoma Mansoni Peroxiredoxins; Schistosoma mansoni thioredoxin glutathione reductase (TGR), Q962Y6; AID 485364, 2010; Potency, µM (doses to about 114 µM), for inactives: at the top dose activity change, negative = inhibition, hits mostly inhibitors; purified TGR, DTNB reduction, TNB absorbance 405 nm; hit rate 3% among 360,000; active = well fitted inhibition curve with a large enough effect; inconclusive = small, poorly fitted or top-dose-only effect; inactive = no such curve, though single readings can be large or run the other way; note: nearly all actives have a fitted effect of over 60% in size
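First, TGR (20 nM dispensed) and NADPH were mixed with compound. Second, a 15 min room-temperature incubation followed. Third, further NADPH and then DTNB were added to start the reaction. Finally, TNB absorbance was monitored kinetically.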
Starred values were filed as active, the others as inactive; ? = inconclusive; [ ] = another dose, or the depositor's remark. % is set by controls: 0 for no effect and ±100 for the full control effect; potency is the fitted concentration of half-maximal effect. This is a subset; the hit share may differ from the screen's.

SMILES | Sm TGR inh
Cc1ccc(CN2CCC(CNC(=O)c3cnn(-c4ccc(C)cc4)c3C3CCN(C(=O)OC(C)(C)C)CC3)CC2)cc1 | -12%
COc1ccc(/C=C\C(=O)NC2CC(=O)N(c3ccccc3)C2)cc1OC (stereo unspecified) | 4%
CC(C)C(=O)Nc1nnc2n1CCS2 | -1%
COCCn1c(SCC(=O)Nc2ccc(Br)cc2)nc2c([nH]c3ccccc32)c1=O | 8%
Cn1c(=O)n(C)c2cc(NS(=O)(=O)c3ccc(Br)cc3)c(NCc3ccccc3)cc21 | -2%
COc1ccc(C(=O)Nc2cc(-c3cccc(C)c3)nn2-c2ccccc2)cc1 | 1%
Cc1cc(Cl)ccc1NC(=O)CN1C(=O)C(=O)c2ccccc21 | -3%
O=C(Nc1c(C(=O)c2ccc(F)cc2)oc2ccccc12)c1cc(-c2ccccc2)on1 | 0%
Cn1c(=O)c2c(nc(NCc3ccccc3)n2Cc2ccccc2Cl)n(C)c1=O | 7%
Cc1c(C(=O)Nc2ccc(-c3nc4cc(Cl)ccc4o3)cc2)oc2ccccc12 | -6%
COc1ccccc1NC(=O)c1oc2ccccc2c1NC(=O)C(C)C | 5%
Cc1cccc(N2CCN(C(=O)c3nn(C)c4c3CSc3ccccc3-4)CC2C)c1 (stereo unspecified) | 0%
N#Cc1cc2c(=O)n3ccccc3nc2n(-c2nnc(SCc3ccccc3)s2)c1=O | -1%
Cc1cccc(N2CCN(C(=O)Cn3ncc4c5ccccc5n(C)c4c3=O)CC2C)c1 (stereo unspecified) | 6%
CC(=O)N1CCCc2cc(S(=O)(=O)N3CCC(C(=O)N(Cc4ccccc4)C(C)C)CC3)ccc21 | 0%
FC(F)(F)c1cccc(-n2cc(-c3ccccc3)c3c(N4CCCCC4)ncnc32)c1 | 0%
COc1ccc(S(=O)(=O)c2nnn(-c3ccc(C)c(Cl)c3)c2C)cc1 | -10%
Cc1cccn2c(=O)cc(COc3cccc(NC(=O)COc4ccc(F)cc4)c3)nc12 | 0%
COc1ccc(Nc2ncc(C(=O)Nc3cc(Cl)c(OC)cc3OC)c3ccccc23)cc1 | -11%
CCOC(=O)c1cc(-c2ccccc2)n(CCCC(=O)Nc2ccc(C)cc2Cl)c1C | 39%[activator]
COc1ccc2c(c1)NC(c1ccc(Cl)cc1)=NC(c1cccs1)=N2 | 9%
CCCNC(=O)Cn1nc(-c2ccc(C)c(C)c2)c2cnc3ccc(OC)cc3c21 | -11%
O=C(CN1C(=O)COc2ccc(S(=O)(=O)NC3CCCC3)cc21)NCc1ccc(Cl)cc1 | 6%
CCc1cc(=O)[nH]c(SCc2nc(-c3cccc(Cl)c3)no2)n1 | 0%
COc1ccc(S(=O)(=O)Nc2cccc(-c3ccc(N4CCC(C)CC4)nn3)c2)cc1OC | 1%
COc1ccc2c(c1)c(=O)c(C(=O)c1ccc(Cl)cc1)cn2CC(=O)Nc1ccc2c(c1)OCCO2 | 2%
COc1cc(NC(=O)CC2C(=O)N(c3ccc(Cl)cc3)C(=O)N2Cc2cccs2)cc(OC)c1 (stereo unspecified) | 8%
COc1ccc(CNC(=O)C(=O)NCC(c2ccco2)S(=O)(=O)c2cccs2)cc1 (stereo unspecified) | 18µM*
CC(C)NC(=O)c1ccc(CSc2nc3ccncc3n2Cc2cccc(F)c2)cc1 | 5%
CN(C)c1ccc(NC(=O)CN2C(=O)c3ccccc3Sc3ccc(C(=O)N4CCCC4)cc32)cc1 | 4%
CCOc1ccc(Nc2ncnc3c2nc2n3CCCC2)cc1 | 3%
O=C(CSc1nnc(-c2ccc(Cl)cc2)o1)N1CCc2ccccc21 | 5%
Cc1cccn2c3c(c(=O)nc12)C(c1ccc(F)cc1)CC(=O)N3 (stereo unspecified) | 8%
O=C1OC(C(=O)Nc2ccc(Cl)c(C(F)(F)F)c2)Cc2ccccc21 (stereo unspecified) | -7%
Cc1ccc(S(=O)(=O)n2nc(-c3ccccc3)nc2NCc2ccc(Cl)cc2)cc1 | 10%
COc1ccc(N2CCN(c3csc4ccc(Cl)cc4c3=O)CC2)cc1 | -3%
Cc1ccc(C(=O)Nc2nnc(S(=O)(=O)N3c4ccccc4CC3C)s2)cc1 (stereo unspecified) | 2%
CC(=O)c1ccc(Nc2nc3c(S(=O)(=O)c4ccccc4)nnn3c3ccc(Cl)cc23)cc1 | 0%
COc1ccc(-n2ccn(Cc3ccc(C)cc3)c(=O)c2=O)cc1OC | -13%
Cc1ccc(NC(=O)c2sc3nc(-c4cccs4)ccc3c2N)cc1F | -3%
Oc1c(C(c2ccc(Cl)cc2)N2CCOCC2)sc2nc(-c3ccco3)nn12 (stereo unspecified) | 4%
CCN(CC)CCN(C(=O)c1ccco1)c1nc2ccc(Br)cc2s1 | 36%
Fc1ccccc1-n1ncc2c1ncn1nc(COc3ccc(Cl)cc3)nc21 | 13%
CCOc1cccc(NC(=O)C2CC(=O)N(C)C(=Nc3ccc(F)cc3)S2)c1 (stereo unspecified) | 10%
CC(C)N(Cc1ccccc1)C(=O)Cn1ncc2c3ccccc3n(Cc3ccccc3)c2c1=O | 3%
O=C(Nc1cccc(C(F)(F)F)c1)N1CC2CCCN2c2ccccc21 (stereo unspecified) | -15%
CCc1ccc(NC(=O)COCc2cc(-c3ccc(F)cc3)on2)cc1 | 2%
CCOc1ccc(-n2c(-c3ccccc3)c(C)n3c4c(=O)n(C)c(=O)n(C)c4nc23)cc1 | 4%
CSc1ccc(CCNC(=O)C2=C(C)C(=O)OC23CCCCC3)cc1 | 9%
CCCCNC(=O)c1ccc2c(c1)NC(=O)C(C(C)C)N2 (stereo unspecified) | -9%

A different layout for 2 compounds above.
Molecule	Sm TGR inh
Fc1ccccc1-n1ncc2c1ncn1nc(COc3ccc(Cl)cc3)nc21	13%
CCOc1cccc(NC(=O)C2CC(=O)N(C)C(=Nc3ccc(F)cc3)S2)c1 (stereo unspecified)	10%

Carrying on:
SMILES | Sm TGR inh
O=C(CCC(=O)N1CCOc2ccccc21)NCc1cccs1 | -2%
COc1ccc(NC(=O)Cc2ccc(NC(=O)N3CCCCc4ccccc43)cc2)c(OC)c1 | 5%
Cc1cc(C)cc(NC(=O)N2CCC3(CC2)Oc2ccccc2C(=O)N3Cc2ccccc2F)c1 | -1%
Cc1ccc(CNC(=O)CN2C(=O)C3CCCCN3c3ccc(C(=O)N4CCCC4)cc32)cc1 (stereo unspecified) | -10%
COc1ccc(CCNC(=O)c2cc3cccc4c3n2CC(C)S4)c(OC)c1OC (stereo unspecified) | 10%
CCOC(=O)c1c(C)[nH]c(C)c1S(=O)(=O)N(C)CC(=O)Nc1ccc(C)cc1C | 8%
Cc1ccc(C(c2sc3nc(-c4ccco4)nn3c2O)N2CCCCC2)cc1 (stereo unspecified) | 6%
CCCCN(CCCC)C(=O)c1cc2c(=O)n3ccccc3nc2s1 | -5%
COc1ccc(-c2cn3c(n2)sc2cc(C(=O)Nc4cccc(OC)c4)ccc23)cc1 | -7%
Cc1ccc(-c2nnc3ccccc3c2C(=O)Nc2ccc(F)cc2)cc1 | 3%
COc1ccc(NC(=O)c2ccc3nc(CCc4ccccc4)oc3c2)cc1 | 2%
CCOc1ccc(N2CC(c3nc4ccccc4n3CC(C)C)CC2=O)cc1 (stereo unspecified) | 1%
CCOc1ccc(NC(=O)CN(c2ccc(Cl)cc2C)S(=O)(=O)c2ccccc2)cc1 | 2%
Cc1ccc(C(=O)Nc2cc3nn(-c4ccccc4)nc3cc2Cl)c(C)c1 | 7%
Cn1c(SCC(=O)Nc2nc3ccccc3s2)ncc(C(=O)Nc2ccc(F)cc2)c1=O | 5%
Cc1c(C(=O)OCCOc2ccccc2)[nH]c2c1C(=O)CC(c1ccccc1)C2 (stereo unspecified) | 3%
CNC(=O)C1CCC(Cn2c(=O)c3sccc3n(CC(=O)N3CCCCC3C)c2=O)CC1 (stereo unspecified) | 5%
COc1ccc(CN2C(=O)C(NC(=O)c3ccccc3C)(C(F)(F)F)N=C2c2ccccc2)cc1 (stereo unspecified) | -3%
Cc1ccc(NC(=O)C(=O)NCC(c2ccc3c(c2)OCO3)N2CCOCC2)cc1C (stereo unspecified) | 16%
O=C(COc1ccc(Cl)cc1)Nc1ccc2nc(SCC(=O)N3CCCC3)sc2c1 | -11%
CCOc1ccccc1NC(=O)C(=O)NCC(c1cccnc1)N1CCN(c2ccccc2)CC1 (stereo unspecified) | 4%
COc1ccccc1N(Cc1cc2cccc(C)c2[nH]c1=O)C(=O)c1cccc(Cl)c1 | -5%
CCNc1nc(NCc2ccc(F)cc2)c2cnn(C)c2n1 | -20%
COc1cccc(-c2nc3c(c(C)nn3-c3ccccc3)c3cc(OC)c(OC)cc23)c1 | -4%
COc1ccc(Br)cc1C1SCC(=O)Nc2c1c(C)nn2-c1ccccc1C (stereo unspecified) | 6%
Cc1cccc(Cn2cc3c(=O)n(CC(=O)Nc4c(C)cccc4C)nc-3c3cc(F)ccc32)c1 | 3%
Cc1cccc(NC(=O)CN2C(=O)COc3ccc(S(=O)(=O)N4CCC(C)CC4)cc32)c1C | -2%
O=C(CNC(=O)c1ccc(F)cc1)OCc1cc(=O)n2ccsc2n1 | 7%
CCS(=O)(=O)N1CC(=O)N(c2cc(C)cc(C)c2)C(C)(C(=O)NC2CCCCC2)C1 (stereo unspecified) | 1%
CC(=O)c1ccc(NC(=O)Cn2c(=O)n(Cc3ccco3)c(=O)c3sc4ccccc4c32)cc1 | ?
COc1ccc(Cl)cc1NC(=O)Cn1cc(C(=O)c2ccncc2)c(=O)c2cc(C)ccc21 | 0%
COc1cccc(NC(=O)C(Cc2ccccc2)NS(=O)(=O)c2ccc3c(c2)c(=O)n(C)c(=O)n3C)c1 (stereo unspecified) | 1%
O=C(COc1ccccc1F)Nc1ccc(C(=O)OCc2cc(=O)n3nc(C4CC4)sc3n2)cc1 | 0%
CCCCCn1c(CCCNC(=O)c2ccc(Cl)cc2)nc2ccccc21 | 8%
COc1ccc(-c2cc3c(=O)n(CC(=O)Nc4cc(C)ccc4C)ccn3n2)cc1 | 0%
COc1cccc2cc(-c3nnc(Nc4c(F)cccc4F)s3)c(=O)oc12 | -1%
COc1cc(CCC(=O)NCc2ccc3c(c2)CCN3C(=O)c2ccc(F)cc2)cc(OC)c1OC | 5%
COc1cc(C(c2c(O)c3ccccc3oc2=O)c2c(C)n(C)n(-c3ccccc3)c2=O)ccc1OCC(=O)O (stereo unspecified) | -3%
CC(C)Oc1ccc(CNC(=O)C2CCN(C(=O)N3CCOc4ccc(Cl)cc43)CC2)cc1 | -9%
CCCCN1C(C(=O)c2ccccc2)=C(OC(C)=O)c2ccccc2S1(=O)=O | 2%

Molecules listed so far that have a thiophene ring, fused or not (eight):
SMILES | Sm TGR inh
COc1ccc2c(c1)NC(c1ccc(Cl)cc1)=NC(c1cccs1)=N2 | 9%
COc1cc(NC(=O)CC2C(=O)N(c3ccc(Cl)cc3)C(=O)N2Cc2cccs2)cc(OC)c1 (stereo unspecified) | 8%
COc1ccc(CNC(=O)C(=O)NCC(c2ccco2)S(=O)(=O)c2cccs2)cc1 (stereo unspecified) | 18µM*
Cc1ccc(NC(=O)c2sc3nc(-c4cccs4)ccc3c2N)cc1F | -3%
O=C(CCC(=O)N1CCOc2ccccc21)NCc1cccs1 | -2%
CCCCN(CCCC)C(=O)c1cc2c(=O)n3ccccc3nc2s1 | -5%
CNC(=O)C1CCC(Cn2c(=O)c3sccc3n(CC(=O)N3CCCCC3C)c2=O)CC1 (stereo unspecified) | 5%
CC(=O)c1ccc(NC(=O)Cn2c(=O)n(Cc3ccco3)c(=O)c3sc4ccccc4c32)cc1 | ?

Continued.
SMILES | Sm TGR inh
CCc1ccccc1NC(=O)C(C)n1nc(-c2ccc(C)c(C)c2)ccc1=O (stereo unspecified) | -8%
Cc1ccccc1Cn1c(SCc2ccc(C(=O)NCc3cccs3)cc2)nc2ccncc21 | 27%
COc1ccc(C(C(=O)NCc2ccccc2)N(C(=O)Cn2nnc3ccccc32)c2ccc(OC)cc2)cc1 (stereo unspecified) | 1%
Cn1c(-c2cccc(Br)c2)cnc1NCc1cccc(F)c1 | 8%
O=C(NCC(c1cccnc1)N1CCOCC1)C(=O)Nc1ccc(F)cc1 (stereo unspecified) | -4%
CCOc1ccc(OCC)c(NC(=O)c2cc(-c3cccs3)nc3ccccc23)c1 | -9%
CCCCNS(=O)(=O)c1ccc2nc(NC(=O)c3cccnc3)sc2c1 | -5%
Cc1ccc(NC(=O)c2oc3ccc(S(=O)(=O)N4CCC5(CC4)OCCO5)cc3c2C)cc1Cl | -14%
Cc1cc(Nc2ccc(Br)cc2)n2nc(-c3ccccc3C)nc2n1 | -1%
Cc1ccc(Nc2c(-c3cccnc3)nc3ccc(C)cn23)cc1 | -3%
CCc1cc(C(=O)Nc2c(C)nn(Cc3ccccc3Cl)c2C)no1 | 0%
CCCOc1ccc(C2=NC(c3ccncc3)=Nc3ccc(C)cc3N2)cc1 | -1%
CC1=C(C(=O)Nc2ccccc2)C(c2ccc(O)cc2)n2nc(-c3ccc(Cl)cc3)nc2N1 (stereo unspecified) | 1%
COCCCNC(=O)CCc1c(C)nc2nc(-c3cc(OC)cc(OC)c3)nn2c1C | -5%
Cc1ccc(C)c(S(=O)(=O)c2cn(Cc3ccccc3)c3cc(F)c(F)cc3c2=O)c1 | 6%
CCOC(=O)N1CCC(NC(=O)c2c(C)nn(-c3ccc(C)cc3)c2-n2cccc2)CC1 | 2%
